Screening data as filed in PubChem BioAssay.
Myeloid diff 2 – compounds promoting myeloid differentiation | ER-HoxA9 myeloid progenitors, lysozyme-GFP differentiation, flow cytometry | calls only at 10 µM | 360,000 tested, 1% active;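 active = normalized GFP-positive differentiation at or above the plate's own cutoff, the solvent-only control mean plus 3 SD; inconclusive = no clear call, values can overlap the other calls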;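 also: cells exposed to compound for four days before flow analysis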
Hep lipid drop – hepatic lipid droplet formation modulation. AML12 mouse hepatocytes, oleate lipid droplets, BODIPY imaging. AID 1656. inhibition, % at 6.5 µM. 240,000 tested, 0.4% active;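 active = lipid droplet intensity inhibited by at least 50%, with more than 500 cells counted; inconclusive = wells with under 300 cells, treated as cytotoxic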
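Test system: AML12 hepatocytes (mouse); reagent: oleate loading, 100 µM; dosing: one dose, 6.5 µM compound; incubation: overnight exposure; signal: fluorescence imaging, 20x objective, two fields per well; read-out basis: % inhibition of corrected integrated BODIPY droplet signal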
MT stabilize HCS – microtubule stabilizers in HeLa cells. HeLa tubulin immunostaining HCS, 24 h; share of cells brighter than vehicle mean+2SD. % tubulin-high responders, % at 10 µM. 200,000 tested, 0.83% active. AID 2205;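 active = plate Z-score above 3 for both tubulin-high and condensed-nucleus cell shares, with cell loss under 80%, at 10 µM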;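 also: anti alpha tubulin signal scored within the nucleus-defined area of each cell; some results filed as inactive read as strong as hits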
West Nile antiviral – inhibition of WNV-induced cytopathic effect – cell-based, CPE readout (AID 1621). 290,000 tested, 0.02% active. one-dose CPE inhibition, % at 10 µM; IC50 in µM for titrated hits. West Nile virus-infected cells, CPE inhibition; higher % means a stronger effect; in the data active = a potency from the dose series; inconclusive = CPE inhibition mostly from about 3.7% at the one dose, without a potency; inactive = the rest, 99 in 100 with CPE inhibition below about 2.2%; also: strong numbers were not always called active
WT yeast gro inh – growth inhibition of WT yeast, mitochondrial fusion screen; mitochondrial fusion phenotypic screen, WT strain; inhibition, % at 10 µM; 190,000 tested, 2.1% active; AID 1362; in the data active = inhibition above about 58%; tested in S. cerevisiae
b-catenin transl – alters nuclear translocation of beta-catenin in HeLa cells | immunofluorescence imaging | nuclear translocation activity, % at 5 µM | 190,000 tested, 0.3% active | AID 1665;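 active = nuclear translocation activity above 50% at 5 µM, with a well cell count of 50 or more; inconclusive = wells under 50 cells across six images, flagged as toxic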;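 also: per-cell ratio of nuclear to cytoplasmic median beta-catenin stain intensity; plate controls were DMSO negative control for no effect and GSK-3 inhibitor IX positive control for full effect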
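Test system: human HeLa cells, endogenous beta-catenin. Times: 24 h compound exposure, 37°C. Measured by: beta-catenin immunofluorescence imaging with DAPI.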
T cell modulator – T cell immune modulation candidate. 2C CD8+ T cell-vesicle binding, flow cytometry; active compounds read low. calls only at 7 µM. 330,000 tested, 0.068% active. AID 2052;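 active = response, share of CD8 T cells binding vesicles, and their 90th percentile fluorescence all below set limits, cut at about 80% in these data, passing the limit was not always enough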
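Benchmarks: naked versus QL9-loaded vesicles / Assay system: purified 2C TCR transgenic mouse naive CD8+ T cells / Technique: high-throughput flow cytometry with anti-B7-1 and anti-CD8 staining / Timing: Cell–vesicle co-incubation 1.5 h at 37 °C, staining 20 min on ice / Read-out: percent CD8+ FL2 mean versus row control / Probe or stimulus: QL9-loaded Drosophila micro-vesicles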
Ins promoter up – MIN6 insulin promoter up-regulation; 190,000 tested, 0.3% active; MIN6 insulin promoter-GFP reporter, high-content imaging; active compounds read high; AID 1625; z-score at 5 µM;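 active = z-score above 3 at 5 µM with at least 500 cells counted in the well; inconclusive = wells under 500 cells, flagged as cytotoxic or low count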
Autophagy HCS – alters autophagy in cells | 190,000 tested, 0.98% active | MEF GFP-LC3 puncta imaging; test concentration mostly 10 µM | calls only at 10 µM (by protocol);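 active = percentage of spot-positive cells more than 3 SD above its plate mean, without a fluorescence outlier flag or 80% toxicity; inconclusive = no clear call, values can overlap the other calls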;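 also: spot-positive cell cutoff set from DMSO-treated cells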
WT yeast gro inh mutant strain – also measured in WT yeast gro inh; calls as there; inhibition, %; mitochondrial fusion phenotypic screen, mutant strain inhibition
Ins promoter up cell count – second read-out of Ins promoter up, no call of its own (marks repeat the call); cell count; measured here: cytotoxicity, nuclei count;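 total cells summed across four imaged fields per well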
Hep lipid drop cells 6.5 µM – recorded beside Hep lipid drop, whose call it bears; cell count; measured here: cell count, cytotoxicity flag;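 cells counted across two imaged fields per well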
b-catenin transl cell count 5 µM – second read-out of b-catenin transl, no call of its own (marks repeat the call); cell count; measured here: cell count, cytotoxicity flag
T cell modulator vesicle-bound % – recorded beside T cell modulator, whose call it bears; double positive events, %; measured here: CD8+ vesicle-bound cell fraction;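 binding gate set so that unloaded-vesicle control wells show 10% double positive cells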
MT stabilize HCS Hoechst-high % – recorded beside MT stabilize HCS, whose call it bears; % Hoechst-high responders; measured here: nuclear condensation Hoechst responders;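 share of cells brighter than vehicle mean plus two SD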
MT stabilize HCS cytotoxicity % – further read-out of MT stabilize HCS, marked with its call; toxicity, %; measured here: cytotoxicity by cell density;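 0% = mean cell density of plate MIN control wells and 100% = no cells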
Autophagy HCS cell loss 18 h – further read-out of Autophagy HCS, marked with its call; toxicity, %; measured here: cell loss, nuclei count;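 cell loss after 18 h compound exposure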
Myeloid diff 2 GFP+ MAC1+ % – second read-out of Myeloid diff 2, no call of its own (marks repeat the call); GFP+ MAC1+ double positive, %; measured here: differentiation confirmed by MAC1 staining
Numbers without * were called inactive; i = inactive; ? = inconclusive; · = not tested or not shown; + = active, no number.

SMILES	Myeloid diff 2	Myeloid diff 2 GFP+ MAC1+ %	Hep lipid drop	Hep lipid drop cells 6.5 µM	MT stabilize HCS	MT stabilize HCS Hoechst-high %	MT stabilize HCS cytotoxicity %	West Nile antiviral	WT yeast gro inh	WT yeast gro inh mutant strain	b-catenin transl	b-catenin transl cell count 5 µM	T cell modulator	T cell modulator vesicle-bound %	Ins promoter up	Ins promoter up cell count	Autophagy HCS	Autophagy HCS cell loss 18 h
Cc1ccc(NC(=O)/C=C/c2cccc(C(F)(F)F)c2)cc1	i	0.2	-26	640	7.5	1.7	4.8	-0.9%	7	12	-2.9	1139	i	43	0.11	1513	i	9
COc1cc(/C=N/Nc2nc3ccccc3s2)ccc1OC(=O)c1ccccc1F	i	1.9	0	713	8.2	10	26	-0.4%	33	3	-1.3	978	i	32	0.17	1281	i	5
O=C(NNC(=O)C1C2CCC(C2)C1C(=O)O)c1ccc(Br)o1 (stereo unspecified)	·	·	1	608	1.5	1.2	8.0	-0.1%	2	20	-1.4	1030	i	30	-0.05	1406	i	2
COc1ccc(C(=O)NCC23C=CC(O2)C2C(=O)N(Cc4ccccc4)C(=O)C23)cc1 (stereo unspecified)	i	2.0	·	·	2.8	2.4	4.9	-0.9%	2	3	-0.1	1165	i	53	-0.54	779	i	-2
CN=C1S/C(=C\c2cc(C)n(-c3ccccc3F)c2C)C(=O)N1C	i	11	-12	604	1.8	1.4	7.8	?	73*	27*	-2.1	1069	i	9	-0.51	1593	i	21
COc1ccccc1NC(=O)NC1(C(=O)N2CCC(O)CC2)CCCCC1	i	1.9	-4	743	2.3	1.8	9.2	0.2%	-20	5	-0.2	1131	i	63	-0.32	1276	i	-4
Cn1c(=O)c2c(nc(Br)n2CC(=O)c2cccs2)n(C)c1=O	i	0.9	16	785	2.0	2.1	7.5	0.0%	7	19	·	·	i	50	-1.6	986	i	-2
CCOC(=O)c1c(C)[nH]c(C(=O)OC)c1CCC(=O)OC	i	1.0	16	781	2.3	1.5	3.5	0.0%	3	-6	-5.4	1021	i	39	·	·	i	-11
CCCN1C/C(=C/c2cccc([N+](=O)[O-])c2)C(=O)/C(=C/c2cccc([N+](=O)[O-])c2)C1	·	·	·	·	37	3.0	61	-1.2%	-8	-14	1.8	756	·	·	-1.8	1142	+	63*
O=P(O)(COc1ccccc1)COc1ccccc1	i	2.2	·	·	1.1	1.7	9.0	-0.7%	14	4	0.6	1252	i	20	-0.45	1561	i	14
CCNC(=S)N1CCC(Cc2ccccc2)CC1	i	0.7	1	643	·	·	·	-0.9%	·	·	·	·	i	8	·	·	·	·
O=C(CSc1nc2[nH]ncc2c(=O)n1-c1ccccc1Br)NCc1ccccc1Cl	i	0.2	-3	660	2.1	1.4	8.6	-0.2%	9	8	·	·	i	22	-0.49	1084	i	0
CCCCN(CC)CCNc1c(N2CCN(C(=O)OCC)CC2)c(=O)c1=O	i	0.2	·	·	3.9	3.1	9.7	0.6%	1	3	1.3	788	i	26	0.79	1208	i	6
O=C(CSc1ncccn1)c1ccccc1Br	i	0.9	-1	711	3.6	1.5	56	0.7%	-10	-1	-0.1	940	i	36	-0.94	1643	i	6
CC(C1CC1)N(Cc1ccccc1)C(=O)NC(=O)c1ccccc1 (stereo unspecified)	i	0.2	5	674	3.2	2.7	6.2	0.6%	1	5	0.7	1124	i	34	0.02	1259	i	3
CCc1noc(C)c1C(=O)N1CCCC(C(=O)c2ccc(OC)c(F)c2)C1 (stereo unspecified)	i	0.6	-3	710	4.6	2.1	0.7	-0.5%	7	12	-1.5	944	i	60	0.79	1575	i	5
Cc1ccc2cc3cc(C(=O)NCCN4CCOCC4)oc3nc2c1	i	0.0	-13	731	3.5	1.9	2.6	-0.4%	2	-9	-0.9	1112	i	61	0.09	1037	i	-1
CC(=O)Nc1ccc(S(=O)(=O)NNC(=O)c2ccc(S(=O)(=O)N3CCCCC3)cc2)cc1	i	1.5	6	640	2.4	3.1	13	-0.3%	-6	-3	1.7	1126	i	51	-0.23	1243	i	-1
O=C(CC(c1ccccc1)c1ccccc1)NCC1CCCO1 (stereo unspecified)	i	1.7	·	·	2.5	2.1	8.2	-0.6%	-8	-16	-3.5	1344	i	30	-0.6	1534	i	14
CS(=O)(=O)N(CC(=O)N1CCN(Cc2ccc3c(c2)OCO3)CC1)C1CCCCC1	i	1.7	10	713	3.9	2.1	2.9	-1.1%	2	13	-0.3	1025	i	37	-0.46	1466	i	15
COc1ccc(/C(=N/Nc2ncnc3ccccc23)C(=O)O)cc1	i	1.1	12	832	·	·	·	0.2%	·	·	·	·	i	32	·	·	·	·
O=C1C2C3C=CC(CC3)C2C(=O)N1c1ccc(Cl)cc1Cl (stereo unspecified)	i	0.4	2	811	·	·	·	-1.1%	·	·	·	·	i	50	·	·	·	·
CCCCC(=O)Nc1c2c(nn1-c1cccc(C)c1C)CS(=O)(=O)C2	i	0.5	10	634	·	·	·	0.1%	·	·	·	·	i	51	·	·	·	·
CCc1cccc(NC(=O)Cn2c(=O)n(CCC(=O)NCC3CCCO3)c(=O)c3cc(OC)c(OC)cc32)c1 (stereo unspecified)	i	1.5	-2	770	·	·	·	-0.3%	·	·	·	·	i	29	·	·	·	·
CCOc1cc(/C=C2/NC(=S)NC2=O)ccc1OCc1ccc([N+](=O)[O-])cc1	i	0.6	-29	615	4.3	3.6	8.2	0.1%	-7	-22	2.1	1079	i	32	1.7	1804	i	20
O=C(COC(=O)Cc1ccccc1[N+](=O)[O-])NCC1CCCCC1	i	0.0	7	720	7.0	1.2	4.7	0.1%	-12	9	1.9	1019	i	43	-0.67	1126	i	2
OC(CNCc1ccccc1F)(c1ccc(F)cc1)c1ccc(F)cc1	i	0.0	-1	764	4.1	3.1	9.8	-1.6%	44	-22	-0.6	1518	i	32	-0.19	1381	i	-2
CCOC(=O)N/N=C/c1ccc(OCCSc2ccc(Cl)cc2)c(OC)c1	i	0.6	2	705	2.7	2.3	6.9	-0.9%	0	5	-3.6	575	i	38	-0.05	1282	i	1
Cc1ccc(-c2nnn(CCC(=O)NC(C)(C)C)n2)cc1	i	0.5	-22	671	4.1	1.6	2.1	-0.9%	9	9	-1.6	1188	i	24	-0.3	1182	i	8
Cc1ccccc1NC(=O)CCC(=O)N/N=C/c1ccc(F)cc1	i	0.7	17	734	6.4	1.5	4.6	0.2%	-5	3	1.1	1139	i	20	-0.13	1347	i	10
C=CCC1(O)C(=O)Nc2ccccc21 (stereo unspecified)	i	0.8	-2	668	1.3	2.5	4.0	0.3%	-3	7	-1.2	1070	i	42	-0.21	1771	i	-5
COc1ccc(N(CC(=O)Nc2cc(C)on2)S(=O)(=O)c2ccc(Cl)cc2)cc1	i	1.3	11	742	2.1	1.2	4.0	0.0%	-3	7	·	·	i	36	-0.12	999	i	40
O=C(CCN1CCN(c2ccccn2)CC1)Nc1ccc(F)cc1	i	0.2	·	·	6.9	4.9	6.8	0.6%	7	-3	-0.8	1361	i	22	-0.17	1430	i	0
CC1CCN(C(=O)CSc2nnc(-c3ccco3)o2)CC1	i	2.8	·	·	4.0	2.3	3.4	0.2%	-2	-1	·	·	i	60	0.22	1046	i	-5
COc1ccc2c(c1)NC(C)(C)C=C2C	i	1.0	3	692	4.8	3.6	6.2	-1.1%	-7	16	0.3	996	i	70	-0.56	1252	i	13
O=C(c1ccco1)N1CCN(S(=O)(=O)c2ccc3c(c2)OCCO3)CC1	i	0.5	0	737	2.1	1.8	14	-0.3%	6	-2	-6.1	1158	i	17	-1.1	881	i	-6
N/C(=N\N=C\c1ccnc2ccccc12)SC1CC(=O)N(c2ccc(Br)cc2)C1=O (stereo unspecified)	i	0.6	-6	639	4.5	3.1	9.8	·	19	17	1.0	1039	i	12	0.25	1969	i	12
